# Rab9 prom act: qHTS Assay for Rab9 Promoter Activators | Huh7 Rab9 promoter-luciferase reporter, luminescence, 24 h | Potency, µM (titrated, usually from 9.22 µM), for the others: top-dose activation, negative = inhibition, usual class: activators | 320,000 compounds, 2.8% hits | AID 485297, 2010; also: potency is read from the fitted curve at half-maximal effect; % of control where 0% means no effect; nearly all actives have a fitted effect of over 60% in size
#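 Quantitative HTS format; Huh7 Rab9-luciferase reporter cells (1500/well) receive compound 2 h post-plating, incubate 24 h at 37 °C, then get luciferase reagent for 10 min before luminescence reading.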
# KCNH2 3.1 inh: qHTS for Inhibitors of KCHN2 3.1: Mutant qHTS. Potassium voltage-gated channel subfamily H member 2, brain isoform KCNH2 3.1 (human). U2OS KCNH2 3.1, thallium flux FluxOr; active compounds read low. activity change, % (tested at about 1.8 µM). 340,000 compounds, 0.95% hits. AID 720553, 2013;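 active = maximum activity change below -70%; inconclusive = maximum activity change from -70% to -50%; inactive = maximum activity change above -50%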;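 also: thallium influx rate constant from kinetic fluorescence after stimulation buffer; % is scaled to controls: 0 for no effect and ±100 for the full control effect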
#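 Thallium flux read-out: FluxOr dye with Red40 quencher in HBSS/HEPES, 45 min at RT. Rate constants from kinetic reads were normalized to positive and negative DMSO controls. Cells: U2OS virally expressing the 3.1 isoform.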
# Giardia kill: Small Molecules that selectively kill Giardia lamblia: qHTS. activity change, % at 7.66 µM, hits read low. AID 540267, 2011. 340,000 compounds, 0.15% hits. Giardia lamblia trophozoite viability; in the data active = activity change below about -80%; inconclusive = between about -30% and that limit;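 also: parasites exposed to compound for two days anaerobically before the ATP read; % is scaled to controls: 0 for no effect and ±100 for the full control effect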
#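 Luminescent ATP signal served as the viability read-out, measured 15-30 min after adding ATP detection reagent to trophozoites that had been incubated with compounds for 48 hrs at 37 deg C anaerobically at 100 cells/well.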
# ELG1 genotoxic: qHTS screen for small molecules that induce genotoxicity in human embryonic kidney (HEK293T) cells expressing luciferase-tagged ELG1 | HEK293T ELG1-luciferase reporter, luminescence, 16 h | 330,000 compounds, 1.3% hits | AID 504466, 2011 | Potency, µM (top dose mostly 46 µM), for the others: at the highest dose activity change, positive = activation, usual class: activators; also: potency is read from the fitted curve at half-maximal effect; % of control where 0% means no effect; nearly all actives have a fitted effect of over 60% in size
#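 Cells (2,000/well) expressing the ELG1-luciferase fusion are dosed by pin tool and kept 16 hr at 37 °C, 5% CO2. Signal comes from ONE-Glo luciferase reagent after 30 min at room temperature.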
# uPA surface inh: qHTS for Inhibitors of Cell Surface uPA Generation; 330,000 compounds, 0.31% hits; cell surface uPA generation assay, qHTS; Potency, µM (series often up to 38.3 µM), for inactives: top-dose activity change, negative = inhibition, usual class: inhibitors; active = well fitted inhibition curve with a large enough effect; inconclusive = small, poorly fitted or top-dose-only effect; inactive = no such curve, though single readings can be large or run the other way; tested in mouse RAW 264.7 cells; also: potency is read from the fitted curve at half-maximal effect; % is scaled to controls: 0 for no effect and ±100 for the full control effect; nearly all actives have a fitted effect of over 55% in size
# FLuc modulator: qHTS profiling assay for firefly luciferase inhibitor/activator using purifed enzyme and Km concentrations of substrates (counterscreen for miR-21 project); 360,000 compounds, 6.9% hits; Luciferin 4-monooxygenase (Photinus pyralis), P08659; Potency, µM (top dose mostly 57.5 µM), inactives show top-dose activity change, negative = inhibition, usual class: inhibitors; purified FLuc, Km substrates, luminescence inhibition;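 also: potency is read from the fitted curve at half-maximal effect; plate controls were vehicle for no effect and reference inhibitor for full effect; nearly all actives have a fitted effect of over 55% in size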
# Target sequence (P08659 whole entry, looked up): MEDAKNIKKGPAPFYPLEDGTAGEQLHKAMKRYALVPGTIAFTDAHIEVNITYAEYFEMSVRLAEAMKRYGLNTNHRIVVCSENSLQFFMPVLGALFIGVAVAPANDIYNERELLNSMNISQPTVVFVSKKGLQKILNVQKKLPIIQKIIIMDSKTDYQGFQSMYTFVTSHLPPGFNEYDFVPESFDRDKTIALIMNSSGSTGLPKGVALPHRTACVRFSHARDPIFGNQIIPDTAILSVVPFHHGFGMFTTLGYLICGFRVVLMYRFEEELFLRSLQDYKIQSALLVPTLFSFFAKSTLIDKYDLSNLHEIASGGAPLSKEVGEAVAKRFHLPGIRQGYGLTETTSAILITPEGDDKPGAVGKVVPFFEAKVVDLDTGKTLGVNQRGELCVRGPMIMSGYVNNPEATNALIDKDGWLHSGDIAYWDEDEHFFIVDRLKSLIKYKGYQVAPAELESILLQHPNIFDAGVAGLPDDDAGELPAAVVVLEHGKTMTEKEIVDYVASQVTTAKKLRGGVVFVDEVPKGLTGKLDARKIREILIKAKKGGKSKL
#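 Purified P. pyralis luciferase, 10 nM final, with Km-level 10 uM D-luciferin and 10 uM ATP in 50 mM Tris acetate pH 7.5, 10 mM Mg acetate, 0.01% Tween-20, 0.05% BSA; 6-point qHTS titration about 60 µM downward; luminescence read.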
# RORg inh: qHTS for inhibitors of ROR gamma transcriptional activity. Drosophila S2 Gal4-RORgamma UAS-luciferase reporter, 20 h. Potency, µM (top dose mostly 53.6 µM), for the others: at the highest dose activity change, negative = inhibition, hits mostly inhibitors. 310,000 compounds, 5.4% hits. AID 2551, 2010; also: potency is read from the fitted curve at half-maximal effect; % is scaled to controls: 0 for no effect and ±100 for the full control effect; nearly all actives have a fitted effect of over 60% in size
#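 In this cell-based reporter format, copper sulfate (700 uM final) drives Gal4–ROR gamma fusion expression from a metallothionein promoter in Drosophila Schneider cells; compounds preincubated 1 hr, reporter read after 20 hr at ambient temperature.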
# Coupling enz: qHTS Assay for Inhibitors of Fructose-1,6-bisphosphate Aldolase from Giardia Lamblia: Coupling assay counterscreen; coupling enzyme system counterscreen, AmpLite Red fluorescence; activity change, negative = inhibition, % at 58.2 µM, hits read low; 290,000 compounds, 0.67% hits; AID 2472, 2010; in the data active = activity change below about -30%; also: % is scaled to controls: 0 for no effect and ±100 for the full control effect
#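 Counterscreen lacking aldolase: glyceraldehyde-3-phosphate coupling-enzyme reagent preincubated 10 min at RT with compound (at 57.5 uM final), then substrate/coupling system with AmpLite Red added; fluorescence read at 525/598 nm after 20 min RT.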
# NPC1 promoter act: qHTS Assay for NPC1 Promoter Activators; Huh7 NPC1 promoter luciferase reporter, 24 h; Potency, µM (doses to about 9.22 µM), without a hit: top-dose activation, hits mostly activators; 320,000 compounds, 2.4% hits; AID 485313, 2010;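 also: potency is read from the fitted curve at half-maximal effect; % of control where 0% means no effect; nearly all actives have a fitted effect of over 60% in size; reporter is driven by a mutant NPC1 promoter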
#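 Cells: Huh7 expressing luciferase under the NPC1 promoter, 1500/well. Seeded 2 h, compound added, incubated 24 h at 37 °C. Luciferase reagent, 10 min ambient, then luminescence.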
# Tb PFK inh: qHTS Assay to Find Inhibitors of T. brucei phosphofructokinase. ATP-dependent 6-phosphofructokinase (Trypanosoma brucei brucei), O15648. T. brucei PFK, ADP-Glo luminescence. Potency, µM (titrated, usually from 57.5 µM), without a hit: at the top dose activity, negative = inhibition, usual class: inhibitors. 330,000 compounds, 0.17% hits;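 also: potency is read from the fitted curve at half-maximal effect; 0% = uninhibited 1x PFK enzyme wells and -100% = no-enzyme wells; nearly all actives have a fitted effect of over 60% in size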
# Target sequence (O15648 whole entry, looked up): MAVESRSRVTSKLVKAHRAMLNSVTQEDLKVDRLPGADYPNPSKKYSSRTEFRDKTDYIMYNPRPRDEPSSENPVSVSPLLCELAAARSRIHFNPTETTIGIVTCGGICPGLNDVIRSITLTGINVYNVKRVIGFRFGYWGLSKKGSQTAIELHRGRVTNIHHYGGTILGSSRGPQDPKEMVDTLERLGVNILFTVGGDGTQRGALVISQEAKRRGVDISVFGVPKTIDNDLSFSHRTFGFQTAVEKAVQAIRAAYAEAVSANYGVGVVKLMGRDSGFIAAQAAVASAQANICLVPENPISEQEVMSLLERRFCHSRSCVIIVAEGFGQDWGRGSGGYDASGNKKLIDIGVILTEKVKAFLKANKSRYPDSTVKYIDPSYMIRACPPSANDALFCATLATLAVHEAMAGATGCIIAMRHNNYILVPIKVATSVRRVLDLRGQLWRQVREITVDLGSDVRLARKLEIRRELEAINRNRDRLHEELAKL
#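 ADP-Glo luminescence quantified ADP after 45 min at room temperature, with 1.25 nM T. brucei PFK, 0.1 mM ATP and 0.5 mM fructose-6-phosphate in pH 8.0 TEA buffer. qHTS titrations up to 57 µM; curves classified by quality.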
# Gal4-VP16 FLuc: VP16 counterscreen qHTS for inhibitors of ROR gamma transcriptional activity. Drosophila S2 Gal4-VP16 UAS-luciferase, luminescence, 20 h. 310,000 compounds, 3.5% hits. Potency, µM (doses to about 53.6 µM), without a hit: at the top dose activity, negative = inhibition, usual class: inhibitors. AID 2546, 2010;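 also: Gal4-VP16 expression switched on by copper sulfate through the metallothionein promoter; potency is read from the fitted curve at half-maximal effect; % is scaled to controls: 0 for no effect and ±100 for the full control effect; nearly all actives have a fitted effect of over 50% in size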
# The depositor's hits bear a star; ? = inconclusive; . = no result given; & = joins results of further samples; [ ] = remark or other dose. Unless noted, calls follow the shape of the dose curve; as a rule, active = well fitted curve in the direction sought with a large enough effect; inconclusive = small, poorly fitted or top-dose-only effect, or another doubt; inactive = no such curve, though single readings can be large; an effect the other way counts as inactive or inconclusive. An unsorted share of the library; 14% or so of the library scored in one or more.
SMILES,Rab9 prom act,KCNH2 3.1 inh,Giardia kill,ELG1 genotoxic,uPA surface inh,FLuc modulator,RORg inh,Coupling enz,NPC1 promoter act,Tb PFK inh,Gal4-VP16 FLuc
COc1ccc2c(c1)CCc1c(C(=O)NCc3ccc(Cl)cc3)noc1-2,-2%,-34,3,11%,1%,-14%,5%,1,0%,-6%,9%
O=C(COc1ccccc1Cl)NNC(=O)c1ccc2nc[nH]c2c1,-8%,-29,-17,1%,9%,-16%,.,.,-3%,4%,.
CC(=O)Oc1cc2c(C(=O)NCCCN3CCOCC3)c(C)oc2c2ccccc12,-5%,-5,-18,0%,4%,8%,?,-38*,-5%,2%,-12%
CC(=O)Nc1ccc(Nc2cc(C)nc(Nc3ccc(NC(C)=O)cc3)n2)cc1,7%,3,3,0%,0%,.,.,.,-8%,0%,.
O=C(Cn1cc(C(F)(F)F)ccc1=O)N1CCc2ccccc21,.,10,10,2%,-6%,.,.,.,.,0%,.
O=c1c2[nH]c3cccc(Cl)c3c2ncn1CCN1CCCCC1,-6%,11,-5,-4%,8%,5%,-17%,1,0%,-5%,-10%
O=C(O)c1ccc(N2C(=O)c3ccc(C(=O)c4cccc([N+](=O)[O-])c4)cc3C2=O)cc1,-7%,1,6,0%,-7%,-2%,-18%,5,0%,-1%,-8%
O=[N+]([O-])c1cc2c(cc1CN1CCN(c3ccc(F)cc3)CC1)OCO2,4%,-11,-13,-1%,7%,3%,8%,-2,0%,0%,2%
CCC(Sc1nc(-c2ccccc2)c(-c2ccccc2)[nH]1)C(=O)O (stereo not given),-1%,-20,-5,0%,7%,1%,18%,8,-6%,-1%,-3%
COc1ccccc1C(=O)COC(=O)c1ccccc1O,13%,-8,-8,16%,1%,21µM*,9%,1,-11%,2%,6%
CCOC(=O)c1sc(NC(=O)c2ccc(S(=O)(=O)N3CCCCCC3)cc2)nc1-c1ccccc1,-2%,-4,2,-10%,-3%,5%,-11%,2,-3%,-1%,7%
O=C(O)c1cccc(S(=O)(=O)N2CC=C(c3ccccc3)CC2)c1,0%,11,-2,2%,2%,-6%,.,.,-3%,0%,.
CCOC(=O)c1ccc(NC(=S)Nc2cccc(N)n2)cc1,?,-11,14,5%,3%,?,5%,-30,?,0%,-2%
CCCN1CCC(NC(=O)C2CCCCC2C(=O)O)CC1 (stereo not given),-5%,4,11,0%,8%,0%,2%,1,2%,0%,1%
O=C1COc2ccc(S(=O)(=O)Nc3ccc(OC(F)(F)F)cc3)cc2N1,-4%,9,-2,-2%,-4%,2%,-17%,.,-8%,2%,?
CC(=O)NC(CC(=O)NC1CCCc2ccccc21)c1ccccc1 (stereo not given),0%,-5,-4,-1%,1%,-1%,-29%,-3,-1%,1%,3%
COc1ccc(C2CC(c3ccc([N+](=O)[O-])cc3)=NN2C(C)=O)cc1 (stereo not given),12%,12,2,10%,-8%,-15%,22%,1,20%,2%,-9%
C[C@H](NC(=O)Cc1ccccc1)C(=O)N1CCC2(CC1)NCCc1[nH]cnc12,0%,34,15,-3%,2%,3%,-36%,.,-3%,0%,-7%
C/C(=N\NC(=O)c1ccc(Cl)c(Cl)c1)c1cccc(NC(=O)C(C)C)c1,-35%[inhibitor],-19,-5,-4%,0%,-22%,?,3,-3%,-9%,?
CCC(C)NCc1ccc(C(=O)OC)o1 (stereo not given),6%,-5,7,0%,-3%,2%,-15%,2,-1%,6%,0%
COc1cccc(C#Cc2c(C=O)n(C)c3ccccc23)c1,-5%,-1,0,-6%,14%,-29%,.,.,16%,0%,.
NC(=O)CC[C@@H]1NC(=O)[C@H](CO)NC(=O)c2cc([N+](=O)[O-])cc(I)c2OCC[C@@H](C(N)=O)NC1=O,-2%,0,-9,5%,6%,-11%,-20%,7,-3%,-2%,-5%
CCn1c(=O)c2cc(C(=O)Nc3cc(C)on3)sc2c2ccccc21,2%,2,4,-8%,8%,4%,-11%,3,-1%,-3%,2%
COC(=O)c1ccc(NC(=O)Cn2nc(SC)n(N)c2=S)cc1,-3%,9,2,0%,12%,-2%,?,3,-14%,-2%,-3%
CCCn1c(C2CCCN2c2nc(-c3cccc(Br)c3)cs2)nc2cc(Cl)c(Cl)cc21 (stereo not given),5%,-9,-30,-4%,0%,0%,2.5µM*,-3,-4%,-4%,5.6µM*

# In the list so far, 3 have fluorine:
SMILES,Rab9 prom act,KCNH2 3.1 inh,Giardia kill,ELG1 genotoxic,uPA surface inh,FLuc modulator,RORg inh,Coupling enz,NPC1 promoter act,Tb PFK inh,Gal4-VP16 FLuc
O=C(Cn1cc(C(F)(F)F)ccc1=O)N1CCc2ccccc21,.,10,10,2%,-6%,.,.,.,.,0%,.
O=[N+]([O-])c1cc2c(cc1CN1CCN(c3ccc(F)cc3)CC1)OCO2,4%,-11,-13,-1%,7%,3%,8%,-2,0%,0%,2%
O=C1COc2ccc(S(=O)(=O)Nc3ccc(OC(F)(F)F)cc3)cc2N1,-4%,9,-2,-2%,-4%,2%,-17%,.,-8%,2%,?

# More entries
SMILES,Rab9 prom act,KCNH2 3.1 inh,Giardia kill,ELG1 genotoxic,uPA surface inh,FLuc modulator,RORg inh,Coupling enz,NPC1 promoter act,Tb PFK inh,Gal4-VP16 FLuc
COc1cccc(-c2cc(C(=O)N3CCN(Cc4ccccc4)CC3)no2)c1,11%,-12,-5,-4%,.,?,26%,-1,9%,-2%,-2%
Cc1c(NC(=O)C2CCCO2)cccc1[N+](=O)[O-] (stereo not given),0%,16,-30,2%,3%,-3%,3%,-2,0%,-3%,10%
Cc1ccc(C)c(CNS(=O)(=O)c2ccc3c(c2)C(C)(C)C(=O)N3C)c1,-1%,0,-7,1%,2%,1%&2%,?,0,1%,-9%,0%
Cc1ccc(SCc2cc(=O)[nH]c(Nc3nc(C)c4ccc(C)cc4n3)n2)cc1,4%,3,-15,-5%,0%,0%,-1%,3,-3%,7%,-5%
CCC(C(=O)NCc1ccc(C)cc1)c1ccccc1 (stereo not given),0%,-15,5,-4%,35%[activator],0%,7%,0,-1%,6%,8%
COc1ccc(CCNCC(=O)Nc2ccc(C)c(S(=O)(=O)N(C)C)c2)cc1,-2%,1,3,-7%,-3%,0%,12%,-3,-7%,2%,-9%
Cc1ccc(S(=O)(=O)NN2C(=O)/C(=C/c3ccc(F)cc3)SC2=S)cc1,4%,-8,8,-5%,0%,?,10%,2,1%,14%,4%
O=C(c1cnsn1)N1CCCC(Nc2ccc(F)c(F)c2)C1 (stereo not given),2%,11,10,-1%,-1%,1%,6%,.,-2%,-7%,-3%
CC1(C)CC(=O)C2=C(C1)NC(=O)NC2c1ccccc1 (stereo not given),0%,15,-19,-1%,-5%,0%,13%,1,-3%,2%,6%
CC(=O)N1CCN(C(=O)c2cc3c(s2)CCC(C)C3)CC1 (stereo not given),25%,16,-6,?,-8%,?,.,.,15%,-10%,.
Nc1cc(F)ccc1N1CCCCCC1,1%,3,-15,-3%,-6%,-4%,11%,0,0%,-2%,0%
O=C(COC(=O)c1c2ccccc2cc2ccccc12)NCC(F)(F)F,1%,-9,6,-3%,3%,?,24%,-3,-1%,0%,-2%
Cc1ccc(CN2CCc3[nH]c(=S)[nH]c(=O)c3C2)cc1,-2%,23,?,0%,11%,1%,-13%,.,-6%,1%,4%
O=c1c2ccccc2n2cnnc2n1-c1ccccc1,-4%,9,12,11%,0%,2%,-2%,0,-2%,1%,0%
COc1ccc(CN(C)CC(=O)NC2CCCc3ccccc32)cc1OC (stereo not given),-5%,6,1,2%,-8%,0%,29%,8,2%,-6%,-8%[10 µM]
COC(=O)c1ccc(C2C(C(=O)c3cc4ccccc4o3)=C(O)C(=O)N2c2cc(C)on2)cc1 (stereo not given),0%,6,-6,11%,1%,0%,-9%,.,-18%,-4%,?
